Assay outcomes deposited in PubChem BioAssay by several laboratories.
HTR5A ag ctr – counter-screen for OPRM1-OPRD1 agonists: human HTR5A agonism. hit rate 0.61% among 340,000. activation, % at 9.3 µM. HTR5A agonist assay, luminescence, cell-based. P47898; in the data active = activation mostly above about 9.5%, no sharp cut-off; inactive = mostly below about 7.6%;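 also: 0% = cells with vehicle only and 100% = reference agonist; strong numbers were not always called active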
V-ATPase pH – alters yeast V-ATPase proton transport | S. cerevisiae, pHLuorin cytosolic pH fluorescence | response, % at 10 µM | hit rate 0.37% among 350,000 | AID 504577; in the data active = response mostly above about 7.3%, no sharp cut-off; inactive = mostly below about 5.4%; also: actives read high; inactives centre near 0; some compounds called inactive have numbers as strong as hits; reference of the scale not given here
HTR5A inv ag – counter-screen for OPRM1-OPRD1 inverse agonists: human HTR5A inverse agonism. P47898. HTR5A cell line, luminescence. inhibition, % at 9.3 µM. hit rate 0.083% among 340,000. AID 504634; in the data active = inhibition mostly above about 23%, no sharp cut-off; inactive = mostly below about 18%;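 also: 0% = cells with DMSO and 100% = no-cell wells with DMSO; some compounds called inactive have numbers as strong as hits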
Arr AP2 block – blocks beta-arrestin peptide binding to AP2 adaptin; hit rate 0.31% among 340,000; FITC-arrestin peptide / GST-AP2 beads, flow cytometry; AP2 beta2 appendage carries R879A mutation; inhibition, % at 10 µM;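 active = inhibition above a set limit, near 3 SD of compounds lacking own fluorescence, cut at about 54% in these data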;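 also: plate controls were DMSO wells for no effect and 5 µM unlabelled arrestin peptide for full effect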
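test system = AP2 appendage R879A on GSH beads | buffer or medium = PBS plus Tween 20 (0.05%) and BSA (0.1%) | incubation = 12 min plus 1 h, RT | detection = bead flow cytometry, FITC channel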
PKA-R2B activ – activators of human PKA-R2B complex. P22694+P31323. PKA-R2B holoenzyme dissociation, Cy5-IP20 fluorescence polarization; R2B truncated from residue 108, S112A mutant; 0% DMSO only, 100% 113 µM cGMP. activation, % at 11.4 µM. hit rate 0.079% among 340,000. AID 504700;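 active = activation above a cutoff set at the mean over all compounds plus 3 SD, cut at about 18% in these data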;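 also: higher means more holoenzyme dissociation and a rise in polarization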
Target sequence (P31323 whole entry, looked up, other chains not shown, the tested form may be a part): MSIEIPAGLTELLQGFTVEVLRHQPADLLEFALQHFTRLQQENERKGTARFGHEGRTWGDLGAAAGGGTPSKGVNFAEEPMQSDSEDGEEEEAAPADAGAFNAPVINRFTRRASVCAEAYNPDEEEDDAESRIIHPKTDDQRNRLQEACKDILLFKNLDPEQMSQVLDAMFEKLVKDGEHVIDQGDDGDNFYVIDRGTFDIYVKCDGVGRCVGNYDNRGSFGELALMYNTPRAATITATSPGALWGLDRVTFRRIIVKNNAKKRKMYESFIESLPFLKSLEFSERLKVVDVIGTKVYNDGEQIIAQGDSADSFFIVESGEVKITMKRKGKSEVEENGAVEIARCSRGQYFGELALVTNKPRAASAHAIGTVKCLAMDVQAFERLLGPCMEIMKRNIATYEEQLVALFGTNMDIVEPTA
PKA-R1A activ – activators of PKA-R1A complex. AID 504707. PKA-R1A dissociation, Cy5-IP20 fluorescence polarization; scaled: DMSO 0%, 113 µM cGMP 100%. P00514+P68181. activation, % at 11.4 µM. hit rate 0.083% among 340,000;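 active = percent activation above the mean of all tested compounds plus 3 SD, cut at about 19% in these data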;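 also: higher means more PKAc released from R1A so a rise in polarization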
DSG3 Ab inh – inhibitors of pemphigus antibody binding to human desmoglein-3 | P32926 | DSG3-coupled beads, scFv-anti-DSG3-GFP binding, flow cytometry; hits give low values | binding (percent of control), % at 10 µM | hit rate 0.48% among 310,000;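 active = binding more than 3 SD below its plate's average and above zero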;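 also: hits lower antibody fragment binding to DSG3; some compounds called inactive have numbers as strong as hits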
MOR-DOR ag – agonists of human mu-delta opioid receptor heterodimerization; hit rate 0.3% among 340,000; activation, % at 9.3 µM; cells, OPRM1-OPRD1 heterodimerization, luminescence; in the data active = activation above about 18%;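 also: 0% = vehicle-treated cells and 100% = reference agonist; values of inactives mirror those of a sister screen read the other way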
MOR-DOR inv ag – mu-delta opioid heterodimer inverse agonism | AID 504357 | hit rate 0.21% among 340,000 | cell-based MOR-DOR heterodimer luminescence | inhibition, % at 9.3 µM; in the data active = inhibition above about 22%, passing the limit was not always enough;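 also: 0% = cells with DMSO and 100% = wells without cells with DMSO; values of inactives mirror those of a sister screen read the other way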
DAGLB inhibitor – diacylglycerol lipase beta (human) inhibition; hit rate 0.059% among 340,000; HEK293T DAGLB membrane lysate, EnzChek fluorogenic substrate; Q8NCG7; AID 504411; inhibition, % at 5.17 µM; in the data active = inhibition above about 34%;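 also: 0% = enzyme with vehicle and 100% = wells lacking enzyme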
Target sequence (Q8NCG7 whole entry, looked up): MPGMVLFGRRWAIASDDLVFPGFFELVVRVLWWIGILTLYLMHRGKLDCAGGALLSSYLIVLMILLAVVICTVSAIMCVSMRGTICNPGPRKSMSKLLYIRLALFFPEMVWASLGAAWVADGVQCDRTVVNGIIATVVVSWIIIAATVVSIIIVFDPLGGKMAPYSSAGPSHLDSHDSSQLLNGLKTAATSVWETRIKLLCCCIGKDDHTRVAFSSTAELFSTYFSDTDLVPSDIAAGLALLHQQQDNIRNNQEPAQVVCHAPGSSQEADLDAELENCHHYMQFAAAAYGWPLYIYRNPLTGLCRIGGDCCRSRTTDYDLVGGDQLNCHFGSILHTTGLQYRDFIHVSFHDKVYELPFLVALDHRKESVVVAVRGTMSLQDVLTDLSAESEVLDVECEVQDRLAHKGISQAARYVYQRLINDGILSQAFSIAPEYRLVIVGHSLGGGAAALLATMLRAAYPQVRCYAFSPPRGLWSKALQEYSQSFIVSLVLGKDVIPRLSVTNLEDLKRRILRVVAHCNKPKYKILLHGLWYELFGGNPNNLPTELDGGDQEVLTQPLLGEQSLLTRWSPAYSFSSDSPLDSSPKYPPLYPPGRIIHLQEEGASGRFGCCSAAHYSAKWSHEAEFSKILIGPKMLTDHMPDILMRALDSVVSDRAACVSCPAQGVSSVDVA
Starred values were filed as active, the others as inactive; . = no result given.

SMILES	HTR5A ag ctr	V-ATPase pH	HTR5A inv ag	Arr AP2 block	PKA-R2B activ	PKA-R1A activ	DSG3 Ab inh	MOR-DOR ag	MOR-DOR inv ag	DAGLB inhibitor
Cc1cc(C(=O)NC(C)CCc2ccccc2)ccc1[N+](=O)[O-] (stereo not drawn)	0	-3	-1	-13	0	-16	97	-2.1	10	-7
CC(NC(=O)c1ccncc1)C(c1cccs1)N1CCOCC1 (stereo not drawn)	-1	6	7	0	-9	-2	102	0.6	-4	0
CCOc1cc(/C=N/Nc2cccc(C(=O)O)c2)ccc1OC(=O)c1ccccc1	-1	1	1	-17	-1	-6	111	-4.0	21	6
Cc1cccnc1NC(=O)C(C)Oc1ccccc1 (stereo not drawn)	1	6	-8	-7	-5	6	113	-1.5	9	-2
N#C/C(=C/c1ccc(C(=O)O)cc1)C(=O)NCc1ccccc1	6	-2	-7	34	4	2	66	0.2	-1	-1
O=C(c1ccccc1)N(Cc1nc2ccccc2c(=O)[nH]1)C1CCCCC1	3	4	-21	41	-13	-6	97	-2.0	10	-1
c1ccc(NC2=NCCCCS2)cc1	-5	2	-5	-9	2	-18	106	-3.1	19	-1
Cc1ccc(C)c(-c2cc(C(=O)NN3CCOCC3)c3ccccc3n2)c1	-1	-1	3	1	-7	-9	116	1.8	-9	2
Cc1cc(C(C)(C)C)ccc1OCCN(C)C	-1	-4	-5	2	1	-7	99	2.2	-12	0
CCCS(=O)(=O)N1CCCC(C(=O)NCc2cccnc2)C1 (stereo not drawn)	-3	-4	-14	1	-1	-7	106	1.2	-7	-2
O=c1nc(N2CCCC2)nc(N2CCCC2)[nH]1	3	-1	-13	20	10	6	100	0.3	-1	-1
COc1ccc(S(=O)(=O)Nc2cc3c4c(oc3c3ccccc23)CC(C)(C)CC4=O)cc1	2	4	0	29	-3	-3	100	8.8	-45	1
O=C(/C=C/c1ccco1)NC(=S)Nc1cc(C(F)(F)F)ccc1N1CCOCC1	-1	1	3	-8	-5	-7	84	0.7	-3	0
O=C(NCc1ccccc1)N1CCC(c2nc3ccccc3[nH]2)CC1	-3	-3	-14	2	5	2	94	-2.6	14	1
C=CCc1cc(Cl)ccc1OCCNCCOC	6	5	10	.	-2	-2	110	5.1	-35	0
COc1ccccc1NS(=O)(=O)c1ccc(C(=O)NCC(c2ccc(F)cc2)N2CCOCC2)cc1 (stereo not drawn)	-1	1	3	-19	-5	-7	101	-0.7	4	1
Cc1cc(Oc2ccc(Cl)cc2)nc(-c2ccccc2O)n1	-7	2	17	0	6	5	96	1.4	-7	-11
O=C(Nc1cccnc1)c1ccc(COc2cc(Cl)ccc2Cl)o1	2	-2	16	-1	2	3	106	0.2	-1	-2
CCN1CCN(C(c2cc(OC)c(OC)c(OC)c2)c2nnnn2C(C)C)CC1 (stereo not drawn)	4	-4	0	-12	-9	4	108	-1.5	7	0
Cc1ccc(S(=O)(=O)N2CCCCC2)cc1C(=O)OC(C)C(=O)NC1CCCCC1C (stereo not drawn)	4	1	-9	-20	-3	0	86	1.1	-7	-4

Sorted by number of heavy atoms (falling): part of the list above
SMILES	HTR5A ag ctr	V-ATPase pH	HTR5A inv ag	Arr AP2 block	PKA-R2B activ	PKA-R1A activ	DSG3 Ab inh	MOR-DOR ag	MOR-DOR inv ag	DAGLB inhibitor
COc1ccccc1NS(=O)(=O)c1ccc(C(=O)NCC(c2ccc(F)cc2)N2CCOCC2)cc1 (stereo not drawn)	-1	1	3	-19	-5	-7	101	-0.7	4	1
COc1ccc(S(=O)(=O)Nc2cc3c4c(oc3c3ccccc23)CC(C)(C)CC4=O)cc1	2	4	0	29	-3	-3	100	8.8	-45	1
Cc1ccc(S(=O)(=O)N2CCCCC2)cc1C(=O)OC(C)C(=O)NC1CCCCC1C (stereo not drawn)	4	1	-9	-20	-3	0	86	1.1	-7	-4
CCOc1cc(/C=N/Nc2cccc(C(=O)O)c2)ccc1OC(=O)c1ccccc1	-1	1	1	-17	-1	-6	111	-4.0	21	6
O=C(/C=C/c1ccco1)NC(=S)Nc1cc(C(F)(F)F)ccc1N1CCOCC1	-1	1	3	-8	-5	-7	84	0.7	-3	0
O=C(c1ccccc1)N(Cc1nc2ccccc2c(=O)[nH]1)C1CCCCC1	3	4	-21	41	-13	-6	97	-2.0	10	-1
O=C(NCc1ccccc1)N1CCC(c2nc3ccccc3[nH]2)CC1	-3	-3	-14	2	5	2	94	-2.6	14	1
O=C(Nc1cccnc1)c1ccc(COc2cc(Cl)ccc2Cl)o1	2	-2	16	-1	2	3	106	0.2	-1	-2
N#C/C(=C/c1ccc(C(=O)O)cc1)C(=O)NCc1ccccc1	6	-2	-7	34	4	2	66	0.2	-1	-1
CCCS(=O)(=O)N1CCCC(C(=O)NCc2cccnc2)C1 (stereo not drawn)	-3	-4	-14	1	-1	-7	106	1.2	-7	-2
Cc1cccnc1NC(=O)C(C)Oc1ccccc1 (stereo not drawn)	1	6	-8	-7	-5	6	113	-1.5	9	-2
C=CCc1cc(Cl)ccc1OCCNCCOC	6	5	10	.	-2	-2	110	5.1	-35	0
Cc1cc(C(C)(C)C)ccc1OCCN(C)C	-1	-4	-5	2	1	-7	99	2.2	-12	0
c1ccc(NC2=NCCCCS2)cc1	-5	2	-5	-9	2	-18	106	-3.1	19	-1

The list goes on:
SMILES	HTR5A ag ctr	V-ATPase pH	HTR5A inv ag	Arr AP2 block	PKA-R2B activ	PKA-R1A activ	DSG3 Ab inh	MOR-DOR ag	MOR-DOR inv ag	DAGLB inhibitor
CCCc1nc2scc(-c3ccccc3)c2c(=O)n1N	2	.	-18	13	7	-7	95	3.5	-20	2
CN1CCC(=NNC(=O)CN(c2ccc(Oc3ccccc3)cc2)S(C)(=O)=O)CC1	1	1	12	28	2	-3	101	-0.9	5	-2
CC1CCCC(NC(=O)c2cccc(S(=O)(=O)N3CCOCC3)c2)C1C (stereo not drawn)	.	2	.	.	7	-7	99	.	.	-2
O=C(/C=C/c1ccccc1)CCN1CCOCC1	-2	19	6	0	-4	6	86	-0.1	1	-4
Nc1[nH]nc2nc(N3CCOCC3)nc(-c3ccccc3)c12	0	-2	-7	3	-4	-25	107	2.9	-17	-1
CCC(C)(C)NC(=O)CN(C(=O)CCC(=O)Nc1nccs1)c1ccccc1C	-4	6	14	11	-6	-14	116	-4.2	21	-1
COc1ccc(N(CC(=O)Nc2cccc(F)c2)S(=O)(=O)c2c(C)[nH]c(=O)[nH]c2=O)cc1	4	-3	4	5	5	7	109	-2.3	12	1
OCC1(CCc2ccccc2)CCN(Cc2cnc(N3CCCC3)s2)CC1	-1	-2	3	-8	-3	-3	.	-0.8	4	3
O=[N+]([O-])c1ccc(/C=N/N=C/c2ccc([N+](=O)[O-])o2)o1	2	6	-6	38	-5	-5	98	9.9	-52	2
CC1Cc2cc(/C=C3/SC(=S)NC3=O)ccc2O1 (stereo not drawn)	6	1	-7	-9	-7	-8	98	-4.0	20	13
COc1ccc(N=c2oc3cc(O)ccc3cc2C(=O)NCC2CCCO2)c(OC)c1 (stereo not drawn)	0	-3	-17	-12	2	7	106	-1.9	9	0
COc1ccc(N2C(=O)CC(N3CCN(c4ccc(Cl)cc4)CC3)C2=O)cc1 (stereo not drawn)	-3	11	-5	48	-2	-2	115	1.2	-6	-1
O=C1CCCN2N=C(SCC(=O)Nc3cccc(C(F)(F)F)c3)SC2=N1	0	-4	13	0	3	-7	.	1.4	-9	-1
Cn1c(CO)nc2cc(N)ccc21	-1	-2	2	36	4	-7	92	1.9	-12	3
COc1cccc(-c2nnn(CC(=O)N3CCCCC3)n2)c1	-3	2	12	-15	-27	-4	120	-3.8	19	-2
O=C(C1CC1)N1N=C(C2CCCCC2)CC1(O)C(F)(F)F (stereo not drawn)	-10	0	-2	36	-11	3	97	3.5	-17	-5
O=C1C2C3C=CC(C3)C2C(=O)N1c1cccc2cccnc12 (stereo not drawn)	9	0	-22	-2	-6	-9	.	-2.9	12	-2
O=C(C1=C[C@H](c2coc3ccccc3c2=O)C[C@H](OCc2ccc(CO)cc2)O1)N1CCOCC1	9	1	-27	33	-3	-13	99	-3.1	18	0
Cc1ccc(F)c(N=Cc2c(O)c3ccccc3oc2=O)c1	4	0	-12	1	-2	-6	108	-1.3	7	-2
O=C(Nc1nnc(SCc2ccc(F)cc2)s1)C1CC(=O)N(Cc2ccccc2)C1 (stereo not drawn)	1	2	-20	2	4	3	99	-1.1	6	2

2 entries from above, with values under each structure:
Values run as follows: HTR5A ag ctr, V-ATPase pH, HTR5A inv ag, Arr AP2 block, PKA-R2B activ, PKA-R1A activ, DSG3 Ab inh, MOR-DOR ag, MOR-DOR inv ag, DAGLB inhibitor
COc1cccc(-c2nnn(CC(=O)N3CCCCC3)n2)c1
    -3, 2, 12, -15, -27, -4, 120, -3.8, 19, -2
O=C(C1CC1)N1N=C(C2CCCCC2)CC1(O)C(F)(F)F (stereo not drawn)
    -10, 0, -2, 36, -11, 3, 97, 3.5, -17, -5

Next part:
SMILES	HTR5A ag ctr	V-ATPase pH	HTR5A inv ag	Arr AP2 block	PKA-R2B activ	PKA-R1A activ	DSG3 Ab inh	MOR-DOR ag	MOR-DOR inv ag	DAGLB inhibitor
CCOc1ccc(CNC(=O)C2CCN(S(=O)(=O)c3ccc4c(c3)CCCC(=O)N4)CC2)cc1	-1	-2	5	-2	-2	-16	109	1.3	-7	-2
Brc1ccc(CN2C3=NCCCN3c3ccccc32)cc1	-1	5	3	2	-6	-5	102	-4.2	21	3
O=C(/C=C/c1ccc(Cl)cc1)N(Cc1ccccc1)C1CCS(=O)(=O)C1 (stereo not drawn)	1	9	24	17	-7	-11	.	5.7	-29	3
CCOC(=O)C1CCN(Cc2ccc(F)cc2F)CC1	-2	0	7	-17	-3	-3	.	-5.4	25	-2
CCc1nn(C(C)C(=O)Nc2cccc(C)c2C)c(=O)c2cc3occc3n12 (stereo not drawn)	3	1	-8	-2	-6	-1	101	-1.6	9	-4
CCN1/C(=C/c2ccc3cc(C)ccc3[n+]2CC)Sc2ccc3sccc3c21	5	-4	9	75*	-2	3	12	4.8	-24	-3
Cc1ccc(C(=O)n2nc(C#N)c(C#N)c2N)cc1	3	8	9	10	9	5	107	-1.0	5	-1
C=CCC1(CC=C)CCCN1C(=O)CC1C(=O)NCCN1Cc1cccc(OC)c1OC (stereo not drawn)	-1	0	-12	7	-12	1	96	0.7	-3	1
O=C(CSc1cccc2cccc(Cl)c12)NC1=NCCS1	4	0	-10	1	12	3	99	0.5	-3	-1
O=S(=O)(/N=C(/NS(=O)(=O)c1ccccc1)c1ccccc1)c1ccccc1	4	0	10	-8	4	-12	97	-1.1	5	3
O=C(CCNC(=O)c1ccc([N+](=O)[O-])cc1)Nc1ccc(N2CCOCC2)cc1N1CCOCC1	3	-3	14	7	5	0	95	-0.6	3	3
CC(C)n1c(CN2CCN(C)CC2)nc2c1c(=O)n(C)c(=O)n2C	4	6	-7	-8	17	0	.	-2.4	15	1
O=C(Cn1cnc2ccccc2c1=O)N1CCOCC1	-4	2	9	-4	-4	-2	104	-2.4	12	1
Cc1[nH]nc(N)c1-c1ccccc1	0	3	1	8	-13	-13	98	-1.7	10	1
